DTT redox prof: compounds producing H2O2 with reducing agent – biochemical, NIH compound library profiling, artefact control for MLSCN library redox annotation, primary screen. DTT-dependent redox cycling H2O2, phenol red/HRP absorbance; 100% = 100 µM peroxide control, 0% = buffer. activation, % at 10 µM. 200,000 compounds, 0.03% hits;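 active = activation of at least 50% relative to the plate's high and low controls in the primary single-dose screen; inactive = activation below 50%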;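 note: compound incubated with DTT at 0.8 mM final as the reducing agent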
RAM network inh: yeast RAM network inhibition | S. cerevisiae dse1pr::URA3 reporter, 5-FOA growth OD615, 2 d; analog-sensitive cbk1-as2 kinase mutant strain | inhibition, % at 50 µM | 190,000 compounds, 1.8% hits;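 active = inhibition above a set limit, 3 SD over mean compound inhibition, cut at about 8.4% in these data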;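 note: 0% = DMSO-only wells with no growth and 100% = 10 µM 1-NA-PP1 full growth; inhibition rescues growth on 5-FOA so higher OD means more RAM inhibition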
TNAP inh noacc: blocks human TNAP activity with no phosphate acceptor present; AID 1012; P05186; purified TNAP, CDP-star luminescence, 30 min; 200,000 compounds, 0.26% hits; inhibition, % at 20 µM;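 active = tissue-nonspecific alkaline phosphatase inhibition above about 50% at 20 µM in the single-dose screen, limit read from the data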;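 note: 0% = DMSO negative control and 100% = EDTA positive control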
Target sequence (P05186 whole entry, looked up): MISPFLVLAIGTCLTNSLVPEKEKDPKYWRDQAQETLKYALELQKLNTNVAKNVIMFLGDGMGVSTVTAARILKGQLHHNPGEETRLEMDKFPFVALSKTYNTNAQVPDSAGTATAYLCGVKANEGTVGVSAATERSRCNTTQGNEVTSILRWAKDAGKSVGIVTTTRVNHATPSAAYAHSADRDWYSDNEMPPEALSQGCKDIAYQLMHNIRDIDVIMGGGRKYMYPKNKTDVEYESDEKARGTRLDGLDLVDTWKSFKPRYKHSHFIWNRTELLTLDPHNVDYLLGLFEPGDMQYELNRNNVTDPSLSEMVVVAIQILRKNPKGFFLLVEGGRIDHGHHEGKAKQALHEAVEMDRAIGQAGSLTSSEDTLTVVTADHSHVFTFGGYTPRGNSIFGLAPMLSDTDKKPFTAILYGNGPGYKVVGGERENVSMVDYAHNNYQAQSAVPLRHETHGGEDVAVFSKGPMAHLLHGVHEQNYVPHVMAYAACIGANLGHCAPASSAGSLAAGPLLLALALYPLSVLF
HMGR II inh: inhibitors of class II HMG-CoA reductase from Enterococcus faecalis; purified E. faecalis HMGR, NADPH absorbance 340 nm kinetic; inhibition, % at 10 µM; 190,000 compounds, 0.41% hits;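 active = inhibition above a set limit, the median over all tested compounds plus 3 SD, cut at about 9.5% in these data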;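 note: enzyme runs in reverse so mevalonate oxidation gives rising NADPH absorbance; 0% = complete reaction with DMSO and 100% = background rate lacking mevalonate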
TNAP inh hi DEA: TNAP (human) inhibition, high acceptor; P05186; purified TNAP, CDP-star luminescence, 1 M DEA; inhibition, % at 20 µM; 200,000 compounds, 0.03% hits; AID 1135;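 active = over 50% inhibition of tissue-nonspecific alkaline phosphatase at 20 µM in the single-dose screen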;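 note: plate controls were DMSO wells for no effect and EDTA-quenched wells as full inhibition for full effect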
S1P3 antagonist: blocks the human S1P3 receptor; 170,000 compounds, 0.27% hits; CHO S1P3 NFAT-BLA reporter, FRET fluorescence, antagonist mode; inhibition, % at 4.98 µM;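 active = inhibition above the plate cutoff, the mean inhibition of test wells on that plate plus 3 SD, cut at about 28% in these data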;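 note: cells challenged with S1P at its EC80 of 0.8 µM; blue over green emission ratio from cleaved BLA substrate after 4 h stimulation; 0% = S1P-stimulated wells and 100% = unstimulated DMSO-only wells; some compounds past the cut are filed as inactive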
Target sequence (Q99500 whole entry, looked up): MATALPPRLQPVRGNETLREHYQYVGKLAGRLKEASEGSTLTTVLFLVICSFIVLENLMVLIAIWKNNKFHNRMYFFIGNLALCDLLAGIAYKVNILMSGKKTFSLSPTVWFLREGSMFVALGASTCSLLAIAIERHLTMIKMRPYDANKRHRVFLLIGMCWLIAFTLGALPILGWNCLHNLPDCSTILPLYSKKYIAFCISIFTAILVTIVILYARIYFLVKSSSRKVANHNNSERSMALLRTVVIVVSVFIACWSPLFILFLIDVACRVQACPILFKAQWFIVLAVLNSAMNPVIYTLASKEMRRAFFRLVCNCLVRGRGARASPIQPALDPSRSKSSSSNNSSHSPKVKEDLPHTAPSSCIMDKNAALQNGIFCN
PMI act satM6P: increases human PMI activity with near-saturating mannose 6-phosphate; 190,000 compounds, 0.34% hits; P34949; AID 1216; activation factor at 20 µM; coupled PMI enzyme assay, resazurin fluorescence, 20 min; stronger effect = higher value; 1 = untreated enzyme, 0 = substrate-free blank;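 active = activation factor of 2 or more at 20 µM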
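assay system = human phosphomannose isomerase with PGI, G6PDH, diaphorase coupling enzymes | quantity = 15 ng/mL PMI | incubation = enzyme reaction with compound 20 min at room temperature | medium = HEPES pH 7.4 buffer with MgCl2 and Tween-20 | compound dosing = one concentration, 20 µM, in 1% DMSO | measured by = Diaphorase-driven resazurin-to-resorufin fluorescence, excitation 544, emission 590 nm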
Lmaj promast: inhibitors of Leishmania major promastigote growth. Leishmania major promastigotes, resazurin fluorescence viability. inhibition, % at 10 µM. 200,000 compounds, 9% hits; in the data active = inhibition above about 50%;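 note: promastigotes grown with compound for 44 hours at 28 °C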
Hsp70 act: switches on Hsp70 transcription. AID 1203. 200,000 compounds, 0.04% hits. activation, % at 10 µM. HeLa Hsp70 promoter luciferase reporter, luminescence; scaled: vehicle 0, proteasome-inhibitor control 100%;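 active = activation above the mean across all tested compounds plus 3 SD, cutoff set per campaign, cut at about 5.5% in these data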;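 note: 100% = MG132 at 30 µM as the positive control and 0% = DMSO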
PMI act: phosphomannose isomerase (human) activation | activation factor at 20 µM | AID 1214 | P34949 | 190,000 compounds, 0.005% hits | purified human PMI, coupled resazurin fluorescence, 20 min; stronger effect = higher value; 1 = vehicle control, 0 substrate-free wells;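 active = activation factor of 2 or more at 20 µM, relative to plate controls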
* marks the source's active call; other numbers are inactive results; i = inactive; nt = no result given.

Compound	DTT redox prof	RAM network inh	TNAP inh noacc	HMGR II inh	TNAP inh hi DEA	S1P3 antagonist	PMI act satM6P	Lmaj promast	Hsp70 act	PMI act
COC(=O)C1CCN(C(=O)COC(=O)c2ccc(OC)c(S(=O)(=O)N3CCCc4ccccc43)c2)CC1	-0.6	0.1	-7	-2	-3	-5	1	50	0.1	1.1
COc1ccc(NC(=O)C(c2cc3c(cc2[N+](=O)[O-])OCO3)N2CCN(C=O)CC2)cc1 (centres undefined)	0.6	-0.1	-1	-5	4	-9	0.3	0	-0.6	0.6
CCOC(=O)c1sc(NC(=O)c2ccco2)nc1C	nt	2.9	-10	-4	-4	24	0.9	nt	nt	1
CCc1ccc(CC(=S)N2CCOCC2)cc1	-1.8	0.1	32	-3	-4	-7	1	0	-0.1	1
CCOC(=O)CSc1nc(C)cc(C)c1C#N	5.2	0.1	-11	-7	-2	nt	1	-2	0.2	1
COc1ccc(C2(CNC(=O)/C=C/c3ccco3)CCCC2)cc1OC	-5.2	0.9	-5	0	-4	nt	0.9	8	0.0	0.9
O=C(NCCc1ccccc1)C1CCN(S(=O)(=O)c2ccc(Br)s2)CC1	-0.5	2.8	-4	-5	0	-6	1	-2	0.8	0.9
Cc1ccc(N2C(=O)C3C4C=CC(CNC(=S)Nc5ccc(Cl)cc5)(O4)C3C2=O)cc1 (centres undefined)	0.3	0.1	-8	-1	-5	4	1.2	83*	-0.3	1
CCCC(=O)Nc1ccccc1NC(=O)c1cc(OC)c(OC)c(OC)c1	0.6	3.5	-12	-1	-3	nt	0.9	1	-0.1	0.9
CCOC(=O)N1CCN(CCC(=O)c2ccc(Cl)cc2)CC1	-0.7	1.2	-9	-2	-3	12	0.4	94*	-0.4	0.4
O=C(O)C1Cc2[nH]cnc2C(c2cccc([N+](=O)[O-])c2)N1 (centres undefined)	2.0	3.1	-9	-1	-5	-6	1	-4	-0.3	1
CN(C)c1ccc(C2C3C(=O)N(c4ccc(C(=O)O)cc4)C(=O)C3ON2c2ccccc2)cc1 (centres undefined)	-1.0	1.9	-6	-5	-1	nt	1	-7	-0.2	1.1
CCOC(=O)C1=C(C)OC(N)=C(C(=O)OCC)C1c1cccnc1 (centres undefined)	-0.2	0.0	-7	-9	-1	4	0.9	84*	0.2	0.8
Oc1cccc(CCC2CCCCN2Cc2cn[nH]c2-c2ccc3c(c2)OCO3)c1 (centres undefined)	-0.5	-0.3	4	-10	-6	-14	1	9	-0.3	0.9
CC1=C(C(=O)OCC2CCCO2)C(c2ccc(C)cc2)C2=C(CC(C)(C)CC2=O)N1 (centres undefined)	-0.4	0.1	-17	2	-13	-9	1.1	15	0.3	1
Cc1ccc2nc(N3C(=O)C(O)=C(C(=O)c4ccc(C)o4)C3c3cccc(O)c3)sc2c1 (centres undefined)	-0.5	3.9	6	-4	1	9	1.6	-16	-0.1	1.4
COc1ccc(/C=C2/C(=O)OCc3cc(OC)c(OC)cc32)c(OC)c1	0.0	7.3	-6	0	9	13	1.1	8	0.5	1.1
C/C(CC(=O)Nc1ccc(F)cc1)=N\NC(=O)c1ccccn1	-0.2	1.8	-44	0	-2	0	0.9	-6	0.8	0.9
O=C(C1CC1)N1CCN(S(=O)(=O)c2ccc3c(c2)OCCO3)CC1	-0.5	3.0	-3	-3	-6	-6	1.1	-10	-0.1	1.1
CSc1nc(C)cc(OCC(=O)N2CCOCC2)n1	0.8	1.3	-7	0	-6	-9	1.2	-5	-0.1	1.1

New compounds follow
Compound	DTT redox prof	RAM network inh	TNAP inh noacc	HMGR II inh	TNAP inh hi DEA	S1P3 antagonist	PMI act satM6P	Lmaj promast	Hsp70 act	PMI act
Cc1occc1-c1nnc(SCC(=O)Nc2ccccc2-c2ccccc2)n1C	-0.4	1.7	-11	-7	-6	-7	1	5	-0.1	1
CCOC(=O)N1CCN(C(=O)c2ccc3c(=O)n(CCOC)c(=O)[nH]c3c2)CC1	-1.0	-1.1	-3	-3	-2	nt	0.9	0	-0.3	0.9
COc1cccc(OC)c1C(=O)Nc1cc(C)nn1-c1nc2ccccc2[nH]1	0.0	2.3	-132	-2	-8	7	0.9	66*	0.0	0.9
COc1ccc(N2C(=O)N(Cc3cccc(F)c3)c3ccccc3S2(=O)=O)cc1	-1.4	8.8*	-10	-2	-5	-1	1	2	-0.3	1
COc1ccc(Cl)c(NC(=O)NCCN2CCN(c3ccccc3)CC2)c1	1.3	0.8	-8	-1	-1	-14	0.9	0	-0.1	0.9
O=[N+]([O-])c1ccc(-c2nnc(CNC3CCCC3)o2)cc1	-1.6	0.7	-10	5	7	5	0.9	1	0.3	0.9
Nc1cc(=O)[nH]c(SCc2nnnn2-c2ccc(Cl)cc2)n1	0.4	-0.1	2	2	9	-1	1	-6	-0.3	0.9
CC1CCN(C(c2nnnn2CCc2ccccc2)C(C)C)CC1 (centres undefined)	-0.4	2.7	-7	1	-10	9	1.2	40	0.0	1.2
CCc1ccccc1OCc1nc2ccc(S(=O)(=O)N3CCOCC3)cc2[nH]1	0.0	0.9	-5	-2	-8	nt	0.9	12	-0.3	1
O=C(NCC1OCCCN1S(=O)(=O)c1cc(F)ccc1F)C(=O)NC1CCCCCC1 (centres undefined)	-1.8	3.7	-11	3	-5	-5	1.1	0	-0.1	1
O=c1[nH]c2ccc(NC(=S)NC3CCCCC3)cc2[nH]1	-0.5	0.1	6	-5	-3	-18	0.9	8	-0.2	1
COc1ccc2nc(-c3cccc(N)c3)[nH]c2c1	0.8	1.0	-8	-1	-4	nt	0.8	-1	-0.3	1
O=C(NCCCCc1ccccc1)c1cccc([N+](=O)[O-])c1	0.3	1.1	-10	0	-6	-3	1	21	-0.1	0.9
CCOC(=O)Cc1csc(NC(=O)c2csc(C)c2)n1	0.6	-1.1	11	2	3	-12	0.9	9	0.0	0.9
N#CCSc1nc2ccccc2c(=O)n1CCC(=O)NC1CCCCC1	2.5	3.7	-6	3	-2	-22	1	-2	0.6	1
CCN(CC)CCn1c(/N=C/c2cc(Br)ccc2O)nc2ccccc21	-0.5	0.3	-11	0	8	0	0.8	39	-0.3	0.9
O=C(CC(NC(=O)C(F)(F)F)c1ccccc1)Nc1nnc(CCc2ccccc2)s1 (centres undefined)	0.3	3.9	-19	-4	-4	-11	0.8	2	-0.3	0.8
CN(C)/C=C(\C=O)c1onc(-c2ccccc2Cl)c1C#N	0.2	-0.4	-11	-7	-5	-6	1.1	-2	-0.2	1.2
CCOC(=O)C1CCCN(C(=O)COc2ccc(N(C)S(=O)(=O)c3ccc(F)cc3)cc2)C1 (centres undefined)	-0.6	1.0	-4	-7	-2	-14	1	2	-0.1	1.2
CC(=O)N(CC(=O)O)c1ccccc1C(=O)O	0.2	2.7	-9	-1	-2	nt	1	-4	-0.2	1

Exported with values under each structure: part of the list above.
Screens in order – DTT redox prof | RAM network inh | TNAP inh noacc | HMGR II inh | TNAP inh hi DEA | S1P3 antagonist | PMI act satM6P | Lmaj promast | Hsp70 act | PMI act
- COc1ccc(N2C(=O)N(Cc3cccc(F)c3)c3ccccc3S2(=O)=O)cc1
→ -1.4 | 8.8* | -10 | -2 | -5 | -1 | 1 | 2 | -0.3 | 1
- COc1ccc(Cl)c(NC(=O)NCCN2CCN(c3ccccc3)CC2)c1
→ 1.3 | 0.8 | -8 | -1 | -1 | -14 | 0.9 | 0 | -0.1 | 0.9
- O=[N+]([O-])c1ccc(-c2nnc(CNC3CCCC3)o2)cc1
→ -1.6 | 0.7 | -10 | 5 | 7 | 5 | 0.9 | 1 | 0.3 | 0.9
- Nc1cc(=O)[nH]c(SCc2nnnn2-c2ccc(Cl)cc2)n1
→ 0.4 | -0.1 | 2 | 2 | 9 | -1 | 1 | -6 | -0.3 | 0.9

Later entries:
Compound	DTT redox prof	RAM network inh	TNAP inh noacc	HMGR II inh	TNAP inh hi DEA	S1P3 antagonist	PMI act satM6P	Lmaj promast	Hsp70 act	PMI act
Cc1ccc2c(c1)c1c3n2CCN(C(=O)CN2CCN(C)CC2)C3CCC1 (centres undefined)	-2.5	-0.8	-12	2	-6	-18	0.8	21	0.3	1.1
Cn1c(SCC(=O)Nc2cccc(O)c2)nnc1-c1ccc(S(=O)(=O)N2CCOCC2)cc1	-0.1	-0.4	-5	0	3	-17	1	-6	-0.2	1
CC(C)(C)c1ccc(C(=O)O)c(C(=O)c2ccccc2)c1	0.9	-0.1	-7	-3	-4	-1	0.9	-9	-0.2	0.9
Cc1nn(-c2ccccc2)c(Cl)c1C(=O)Nc1c(C)n(C)n(-c2ccccc2)c1=O	1.3	0.3	-6	-4	0	nt	1	2	-0.3	0.9
C=CCN1C(=O)C2(NNc3ccccc3O2)c2ccccc21 (centres undefined)	-0.2	1.8	i	-7	37	nt	1.7	21	-0.3	1.4
Cc1cccc(C)c1NC(=O)CS(=O)CC(=O)NC1CCCc2ccccc21 (centres undefined)	-2.5	1.0	-12	-4	-2	-14	1	-4	0.1	1
CCO[C@H]1OC(C(=O)NC2CC2)=C[C@@H](c2ccc(C(F)(F)F)cc2)[C@@H]1CCCO	-1.6	0.2	-6	-2	-2	-17	0.9	-5	0.1	0.9
Cc1onc(-c2c(Cl)cccc2Cl)c1C(=O)Nc1ccc2c(c1)OCCO2	2.7	1.6	-10	-1	-2	-52	0.9	37	-0.5	1
CC(C(=O)N1CCOCC1)N1c2cccc3cccc(c23)S1(=O)=O (centres undefined)	0.3	0.4	-6	1	-1	-18	0.9	19	-0.4	0.8

High-throughput results as filed in PubChem BioAssay.

Compounds were not picked by outcome; overall some 12% were active at least once.
